CCT chaperon mod: cytosolic chaperonin activity modulation; 360,000 tested, 0.3% active; activity change, % (no concentration beside the values), hits read low; purified chaperonin ATPase assay, HTRF ADP detection, 30 min; AID 651819; in the data active = activity change below about -30%; note: % is set by controls: 0 for no effect and ±100 for the full control effect
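First, chaperonin was dispensed at 40 nM or 20 nM final depending on batch activity. Next, compounds were pinned at 76 uM and ATP added at 10 uM. After 30 min at 37 °C, ADP detection reagents ran 30 min at ambient temperature.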
DRD3 agonist: D3 dopamine receptor (human) agonism; P35462; D3R DiscoveRx beta-arrestin cells, luminescence, 90 min; max activation, %; 410,000 tested, 0.58% active; AID 652048; in the data active = max activation above about 30%; note: 0% is about no effect; mostly tested at two doses, the higher about 12 µM
Target sequence (P35462 whole entry, looked up): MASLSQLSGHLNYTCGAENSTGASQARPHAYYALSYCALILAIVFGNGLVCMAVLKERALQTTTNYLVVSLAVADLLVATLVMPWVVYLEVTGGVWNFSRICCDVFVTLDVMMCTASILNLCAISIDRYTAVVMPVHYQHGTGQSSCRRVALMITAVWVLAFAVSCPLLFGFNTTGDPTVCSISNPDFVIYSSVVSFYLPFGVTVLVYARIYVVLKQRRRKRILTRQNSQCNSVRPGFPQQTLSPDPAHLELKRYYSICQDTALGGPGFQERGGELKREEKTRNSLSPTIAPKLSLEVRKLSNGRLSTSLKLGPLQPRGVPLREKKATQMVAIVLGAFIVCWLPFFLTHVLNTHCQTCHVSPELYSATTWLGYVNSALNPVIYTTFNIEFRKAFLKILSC
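Agonist mode: compounds and dopamine controls were applied to plated cells for 90 min at 37 degrees C after an overnight attachment at 1500 cells/well. Luminescent read-out followed 30 - 60 minutes at room temperature with DiscoveRx detection reagent.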
pAkt inh: inhibitors of Akt phosphorylation; activity change, % for hits at 50 µM; 360,000 tested, 0.32% active; AID 651550; Neuro2A IGF-stimulated pAkt S473 HTRF, 20 min; hits give low values; in the data active = activity change below about -80%; inconclusive = mostly about -51% to -80%; note: % is set by controls: 0 for no effect and ±100 for the full control effect
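Neuro2A cells (4,500/well, DMEM with 0.5% FBS) were treated with compound at a single 50 µM final concentration, stimulated with 6 nM IGF for 20 min at 37 °C, and lysed. Phospho-Akt Ser473 was read by HTRF as 665/615 ratio ×10^4.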
D3 antag: antagonists of human D3 dopamine receptor; 360,000 tested, 2.5% active; D3R cells, DiscoveRx beta-arrestin luminescence, antagonist mode; hits give low values; AID 652054; max response, negative = inhibition, %; P35462; in the data active = max response below about -50%; inconclusive = no clear call, values can overlap the other calls; note: % is set by controls: 0 for no effect and ±100 for the full control effect; mostly tested at two doses, the higher about 12 µM
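Cells plated overnight at 1500 cells/well, then exposed to library compounds with dopamine controls for 90 minutes at 37 degrees C. DiscoveRx reagent added for 30–60 minutes at room temperature; luminescence read, quantitative HTS format.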
EPAC2 antagonist: EPAC2 (human) antagonism; Q8WZA2; EPAC2 GEF exchange of Rap1B-BODIPY-GDP, fluorescence; Potency, µM (top dose mostly 114 µM), inactives show at the top dose activity, negative = inhibition, hits mostly inhibitors; 360,000 tested, 0.18% active; AID 720708; note: potency is the fitted concentration of half-maximal effect; % is set by controls: 0 for no effect and ±100 for the full control effect; nearly all actives have a fitted effect of over 45% in size; many of its hits are not listed in these tables
EPAC2 agonist: EPAC2 (human) agonism; Q8WZA2; EPAC2 activation, biochemical qHTS; response scale: 100% = 6.5 mM cAMP response; Potency, µM (top dose mostly 154 µM), for the others: top-dose activation, usual class: activators; 360,000 tested, 0.079% active; note: potency is the fitted concentration of half-maximal effect; nearly all actives have a fitted effect of over 50% in size
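Setup: EPAC2 100 nM, labeled Rap1B complex 250 nM, free GDP 50 uM. Compound titrations pinned in, brief spin, 5 min room temperature incubation. Kinetic fluorescence read over 30 min, normalized to 6.5 mM cAMP.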
MmCpn inh: inhibitors of Methanococcus maripaludis chaperonin (MmCpn) | 330,000 tested, 0.031% active | AID 504842 | Potency, µM (top dose mostly 76.9 µM), without a hit: top-dose activity, negative = inhibition, most hits filed as inhibitors | purified Mm-Cpn ATPase, ADP Transcreener TR-FRET; note: potency is the fitted concentration of half-maximal effect; % is set by controls: 0 for no effect and ±100 for the full control effect; nearly all actives have a fitted effect of over 80% in size
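Eu-cryptate anti-ADP/ADP-d2 competition gives a ratio inversely related to ADP. Enzyme at 25 nM was pre-exposed to compound for 10 min, then given 10 uM ATP for 30 min, 37°C throughout.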
PTHR1 agonist: agonists of human PTHR1 parathyroid hormone receptor | Q03431 | HEK293 GP2 PTHR1 cells, GloSensor cAMP luminescence, 1 h | Potency, µM (series often up to 115 µM), inactives show at the highest dose activation, hits mostly activators | 410,000 tested, 0.075% active | AID 743266; note: potency is the fitted concentration of half-maximal effect; nearly all actives have a fitted effect of over 55% in size; some results filed as inactive show a strong effect at the top dose; inactives centre near -15; many of its hits are not listed in these tables
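HEK-293-derived GP2 cells expressing PTHR1 and a GloSensor cAMP reporter, 3,000/well, plated overnight, given luciferin plus IBMX (each 0.5 mM as added) for 1 h at 37 °C, then compound for 1 h at 37 °C. Luminescence was read after 15 min at room temperature.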
Numbers without * were called inactive; i = inactive; ? = inconclusive; . = not tested or not shown; [ ] = another dose, or the depositor's remark. Unless noted, calls come from the whole dose curve; as a rule, active = well fitted curve in the direction sought with a large enough effect; inconclusive = small, poorly fitted or top-dose-only effect, or another doubt; inactive = no such curve, though single readings can be large; an effect the other way counts as inactive or inconclusive. These rows are one share of the data, so the mix of outcomes need not match the whole.

Letters: A = CCT chaperon mod; B = DRD3 agonist; C = pAkt inh; D = D3 antag; E = EPAC2 antagonist; F = EPAC2 agonist; G = MmCpn inh; H = PTHR1 agonist
smiles: COC(=O)c1cc(S(=O)(=O)NCC2CCN(Cc3cc(C)ccc3C)CC2)cn1C
  A = -0.1 | B = -3 | C = . | D = -17 | E = 1% | F = 7% | G = 3% | H = i

smiles: Cc1nc(N2CCN(S(=O)(=O)c3cccc4nonc34)CC2)c2c3c(sc2n1)CCCC3
  A = -3.9 | B = -12 | C = i | D = -8 | E = -4% | F = 25% | G = -1% | H = i

smiles: CC1Oc2ccccc2N(CC(=O)c2ccc(F)cc2)C1=O (stereo not given)
  A = -0.2 | B = -4 | C = i | D = 2 | E = -11% | F = 8% | G = 0% | H = -5%

smiles: COC(=O)c1sccc1NC(=O)CSc1cc(Cl)ccc1Cl
  A = -1.8 | B = -6 | C = i | D = ? | E = -12% | F = 0% | G = -1% | H = -99%[inhibitor]

smiles: Cc1ccc(NC(=O)CN(C)C(=O)c2ccc(Sc3nncn3C)c([N+](=O)[O-])c2)cc1
  A = 0.9 | B = -5 | C = i | D = -4 | E = -3% | F = 12% | G = 0% | H = i

smiles: CC(=O)c1ccc(OCCCCCCCOc2ccc(C(C)=O)cc2)cc1
  A = -0.2 | B = -4 | C = i | D = 10 | E = 8% | F = 4% | G = 2% | H = -1%

smiles: NCC1CCN(c2nc3ccccc3c3c2CCCC3)CC1
  A = -3.1 | B = -5 | C = i | D = -3 | E = -8% | F = 4% | G = . | H = 22%

smiles: Cc1cc(C(=O)O)c(C)n1-c1ccccc1
  A = -0.4 | B = 0 | C = i | D = 25 | E = 5% | F = -6% | G = 1% | H = i

smiles: COc1ccc(-n2nc(C(=O)NCC(=O)NCCCN3CC(C)CC(C)C3)c3ccccc3c2=O)cc1OC (stereo not given)
  A = -4.3 | B = -8 | C = i | D = -1 | E = -4% | F = 2% | G = -1% | H = -4%

smiles: c1cc(-c2ccoc2)n2ccnc2c1
  A = -2.3 | B = 5 | C = i | D = 24 | E = -4% | F = 4% | G = . | H = -23%

smiles: O=C1CN(C(=O)c2ccc(Cl)nc2)c2ccccc2N1
  A = 0.0 | B = -6 | C = i | D = -3 | E = -4% | F = 10% | G = 1% | H = i

smiles: COC(=O)C1=C(C)N(c2ccc(C)c(C)c2)/C(=C/c2ccc(O)cc2)C1=O
  A = 2.3 | B = 3 | C = i | D = -1 | E = -1%[57.1 µM] | F = 8% | G = 0% | H = -81%[inhibitor]

smiles: COC(=O)c1ccc(=O)n(CC(=O)c2ccc(Cl)cc2)c1
  A = -1.7 | B = -2 | C = i | D = 9 | E = 8% | F = 3% | G = 0% | H = 8%

smiles: Cc1ccc(SC(C)C(=O)NCCC2=CCCCC2)cc1 (stereo not given)
  A = -3.0 | B = 2 | C = i | D = -4 | E = 7% | F = 15% | G = 1% | H = i

smiles: O=C(c1cnn(-c2ccccc2)c1-n1cccc1)N1CCN(C2CCCCC2)CC1
  A = 0.1 | B = 3 | C = i | D = 2 | E = 1% | F = 5% | G = 0% | H = i

smiles: O=C1NC[C@@H](CCCCN2C[C@H](Cc3ccc(O)cc3)N(CC3CCCCC3)C(=O)C2=O)N(CCc2ccccc2)C1=O
  A = -1.6 | B = -15 | C = i | D = ? | E = -12% | F = 8% | G = . | H = 29%

smiles: COc1ccccc1CC(=O)Nc1ccc(O)cc1C(=O)O
  A = -1.1 | B = -1 | C = i | D = 8 | E = 0% | F = 10% | G = 0% | H = i

smiles: O=C(O)c1ccc2ccc3ccccc3c2c1
  A = -2.2 | B = 1 | C = i | D = -1 | E = -2% | F = 6% | G = . | H = i

smiles: c1ccc(COc2ccc(-c3cc4nc(NCc5ccc6c(c5)OCO6)ccn4n3)cc2)cc1
  A = -0.1 | B = 3 | C = i | D = 52 | E = 1% | F = 6% | G = . | H = -74%[inhibitor]

smiles: CC(NC(=O)COc1ccccc1)C(=O)N1CCN(c2ccc(F)cc2)CC1 (stereo not given)
  A = -2.5 | B = 6 | C = i | D = 2 | E = -5% | F = -3% | G = 1% | H = i

smiles: O=C(Nc1nc(-c2ccccc2)ns1)c1ccncc1
  A = 0.5 | B = -10 | C = i | D = 11 | E = 3% | F = -4% | G = 0% | H = -85%[inhibitor]

smiles: CCN(CC(=O)Nc1c(F)cccc1F)C(=O)CCCNC(=O)c1ccc(Cl)cc1
  A = 0.4 | B = -3 | C = i | D = -4 | E = 16% | F = 7% | G = -1% | H = i

smiles: Cn1c(CO)cnc1SCc1ccccc1
  A = -7.3 | B = 5 | C = i | D = 4 | E = 4% | F = 2% | G = 1% | H = i

smiles: CCOc1cc(/C=N\O)cc(Cl)c1OCC
  A = -1.6 | B = 2 | C = i | D = 0 | E = -1% | F = 2% | G = 0% | H = -8%
